GC-A act: GC-A (human) enzyme activation | P16066 | HEK293 GC-A cells, cGMP TR-FRET, EC30 ANP; 0% at EC30 ANP, 100% saturating ANP | activation, % at 10 µM | 370,000 compounds, 0.14% hits | AID 1671463; in the data active = activation above about 40%
GC-B act: GC-B (human) receptor activation | activation, % at 10 µM | 370,000 compounds, 0.11% hits | HEK293-GC-B cells, CNP EC30, cGMP TR-FRET; 0% at EC30 CNP, 100% saturating CNP | P20594;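 active = activation at 10 µM reaching about 35% in either raw or pattern-adjusted values, limit read from the data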
UHRF1 MBD2 ctr: UHRF1 methyl-DNA binding inhibition | UHRF1 binding to methylated oligo, TR-FRET | 370,000 compounds, 0.75% hits | inhibition, % at 4.4 µM; in the data active = inhibition above about 21%;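 also: UHRF1 SRA domain binding a hemimethylated CpG hairpin DNA probe; 0% = median of test compound wells and 100% = reference inhibitor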
Target sequence (Q96T88 whole entry, looked up, the tested form may be a part): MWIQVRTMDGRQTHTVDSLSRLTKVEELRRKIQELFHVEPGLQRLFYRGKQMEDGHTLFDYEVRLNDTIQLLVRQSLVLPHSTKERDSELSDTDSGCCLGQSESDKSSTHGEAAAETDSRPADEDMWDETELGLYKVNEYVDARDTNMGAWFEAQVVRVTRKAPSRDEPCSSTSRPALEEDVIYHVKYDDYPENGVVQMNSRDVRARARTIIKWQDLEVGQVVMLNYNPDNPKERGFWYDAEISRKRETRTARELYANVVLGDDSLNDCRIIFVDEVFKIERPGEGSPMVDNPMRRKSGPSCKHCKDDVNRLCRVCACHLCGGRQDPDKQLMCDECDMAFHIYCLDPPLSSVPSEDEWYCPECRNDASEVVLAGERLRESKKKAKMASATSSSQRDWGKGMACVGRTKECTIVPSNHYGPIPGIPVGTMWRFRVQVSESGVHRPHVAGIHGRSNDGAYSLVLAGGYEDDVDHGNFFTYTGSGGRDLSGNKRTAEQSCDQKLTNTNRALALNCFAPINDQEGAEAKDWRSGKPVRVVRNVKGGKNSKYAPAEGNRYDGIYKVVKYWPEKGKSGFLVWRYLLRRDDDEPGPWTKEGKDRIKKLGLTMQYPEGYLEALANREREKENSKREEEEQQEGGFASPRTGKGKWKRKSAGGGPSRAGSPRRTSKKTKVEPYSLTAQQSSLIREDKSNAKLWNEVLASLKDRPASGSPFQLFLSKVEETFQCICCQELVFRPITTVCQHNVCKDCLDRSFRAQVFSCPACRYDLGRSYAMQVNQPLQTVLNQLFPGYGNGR
MBD2 DNA inh: inhibitors of human MBD2 binding to methylated oligonucleotide | Q9UBB5 | TR-FRET | inhibition, % at 4.4 µM | 370,000 compounds, 0.31% hits; in the data active = inhibition above about 13%
mABHD4 FP: ABHD4 (mouse) inhibition, primary FP screen | Q8VD66 | purified mABHD4, FP-Rh probe fluorescence polarization | inhibition, % at 8.92 µM | 370,000 compounds, 0.54% hits;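 active = inhibition exceeding the mean over every tested compound plus 3 SD, cut at about 30% in these data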;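 also: 0% = plate median of compound wells and 100% = S159A mutant with DMSO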
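Assay system: mABHD4 protein; medium: HEPES pH 7.0, NaCl, Pluronic buffer; dosing: 8.92 µM, single dose; schedule: 45 min + 60 min at 25 °C; signal: FP readout, ex 525 nm / em 598 nm; read-out: normalized percent inhibition of probe labeling; repeats: single replicate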
rCAG binder: binds r(CAG) RNA repeats; r(CAG) RNA repeat, TO-PRO-1 dye displacement fluorescence; inhibition, % at 3 µM; 370,000 compounds, 1.3% hits; AID 651821;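 active = inhibition above the plate cutoff, the mean of all test compounds on that plate plus 3 SD, cut at about 35% in these data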;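 also: 0% = DMSO alone and 100% = 100 µM mitoxantrone as full dye displacement; higher means more dye released from RNA so lower well fluorescence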
TCR CD3 inh: inhibitors of human TCR-CD3 interaction; TAMRA-labeled TCR probe fluorescence, biochemical; AID 651800; 360,000 compounds, 0.37% hits; inhibition, % at 9.4 µM; in the data active = inhibition above about 19%;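 also: recombinant mutant TCR 2C K166C tagged with TAMRA read by polarization; 0% = receptor in buffer alone and 100% = receptor with positive control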
HTRA1 inhibitor: blocks human HTRA1 serine peptidase | 340,000 compounds, 0.5% hits | AID 504803 | Q92743 | inhibition, % at 5.96 µM | recombinant HTRA1, FP-rhodamine activity-based probe, fluorescence polarization; in the data active = inhibition above about 36%;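 also: 0% = enzyme with DMSO and 100% = wells lacking enzyme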
PRMT1 inh: PRMT1 (human) inhibition, primary screen | Q99873 | recombinant PRMT1, activity-based probe fluorescence polarization | inhibition, % at 2.79 µM | 370,000 compounds, 1.3% hits;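 active = inhibition above about 21% made by adding two undisclosed values, limit read from the data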
SIAE primary: blocks human sialic acid acetylesterase. Q9HAT2. SIAE FP-Rh probe binding, fluorescence polarization. inhibition, % at 9.66 µM. 370,000 compounds, 0.69% hits;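 active = inhibition above a cutoff: mean of compounds within the control limits plus 3 SD of those, cut at about 17% in these data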;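 also: 0% = plate median of compound wells and 100% = probe without SIAE protein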
* = called active by the depositor. The list is partial, so the mix of outcomes need not match the whole.

Screening CC(C)Cn1cc(C(=O)N2CCOCC2)c2c3ccccc3n(C)c2c1=O returned GC-A act -10, GC-B act -8, UHRF1 MBD2 ctr -1, MBD2 DNA inh 1, mABHD4 FP 4, rCAG binder -7, TCR CD3 inh 2, HTRA1 inhibitor -1, PRMT1 inh -1 and SIAE primary 5.
`COC(=O)c1cc2c(c3c4cc(OC)ccc4n(S(=O)(=O)c4ccccc4)c13)C(=O)N(C)C2` gave GC-A act 2, GC-B act -3, UHRF1 MBD2 ctr 0, MBD2 DNA inh -2, mABHD4 FP 2, rCAG binder 12, TCR CD3 inh 5, PRMT1 inh 1 and SIAE primary 1.
Cc1cccc(N(C(=O)c2csnn2)C(C(=O)NC(C)(C)C)c2cccs2)c1 (stereo unspecified) was read as GC-A act -8, GC-B act -7, UHRF1 MBD2 ctr -3, MBD2 DNA inh 1, mABHD4 FP -7, rCAG binder -3, TCR CD3 inh 3, HTRA1 inhibitor 3, PRMT1 inh 0 and SIAE primary 6.
`O=C(CC1CCCCC1)NCc1ccccn1` gave GC-A act 0, GC-B act 4, UHRF1 MBD2 ctr 2, MBD2 DNA inh -4, mABHD4 FP 8, rCAG binder 1, TCR CD3 inh 1, HTRA1 inhibitor 8, PRMT1 inh 1 and SIAE primary -4.
`CNS(=O)(=O)c1ccc2c3c(cccc13)C(=O)N2C` gave GC-A act 8, GC-B act 6, UHRF1 MBD2 ctr -6, MBD2 DNA inh -5, mABHD4 FP -1, rCAG binder -1, TCR CD3 inh 7, HTRA1 inhibitor 0, PRMT1 inh -2 and SIAE primary 7.
Screening CCOc1cc(C2Nc3ccccc3NC3=C2C(=O)CC(C)(C)C3)ccc1OC(C)=O (stereo unspecified) returned GC-A act -12, GC-B act -10, UHRF1 MBD2 ctr -3, MBD2 DNA inh -3, mABHD4 FP -2, rCAG binder -4, TCR CD3 inh 10, HTRA1 inhibitor 10, PRMT1 inh -4 and SIAE primary 4.
For CC(C)C(=O)NCCc1nc2ccccc2n1CCc1ccccc1 the results were GC-A act -8, GC-B act -7, UHRF1 MBD2 ctr -2, MBD2 DNA inh 1, mABHD4 FP 7, rCAG binder -2, TCR CD3 inh 0, HTRA1 inhibitor -3, PRMT1 inh 1 and SIAE primary 4.
`S=C(Nc1ccc(Cl)cc1)N1CCCCC1` gave GC-A act -1, GC-B act 1, UHRF1 MBD2 ctr 4, MBD2 DNA inh -1, mABHD4 FP 6, rCAG binder 2, TCR CD3 inh -3, HTRA1 inhibitor 0, PRMT1 inh 5 and SIAE primary 2.
For COc1ccc(-c2[nH]nc3c2C2(C(=O)N(CC(=O)O)c4ccccc42)C(C#N)=C(N)O3)cc1OC (stereo unspecified) the results were GC-A act 3, GC-B act -1, UHRF1 MBD2 ctr -3, MBD2 DNA inh -1, mABHD4 FP -3, rCAG binder 2, TCR CD3 inh 2, HTRA1 inhibitor 2, PRMT1 inh -3 and SIAE primary 5.
O=C(COC(=O)c1cc(S(=O)(=O)N2CCOCC2)ccc1F)c1ccccc1 was read as GC-A act 32, GC-B act 25, UHRF1 MBD2 ctr 16, MBD2 DNA inh -3, mABHD4 FP 0, rCAG binder 2, TCR CD3 inh 0, HTRA1 inhibitor 6, PRMT1 inh -3 and SIAE primary 1.
For COc1cccc(C2C=C(Nc3ccccc3)C(=O)N2c2ccccc2)c1 (stereo unspecified) the results were GC-A act -4, GC-B act -4, UHRF1 MBD2 ctr -4, MBD2 DNA inh -4, mABHD4 FP 1, rCAG binder 17, TCR CD3 inh -2, HTRA1 inhibitor -11, PRMT1 inh 2 and SIAE primary 3.
`Cc1ccccc1C(=O)NCCNc1ccc([N+](=O)[O-])cc1` gave GC-A act 0, GC-B act -3, UHRF1 MBD2 ctr 1, MBD2 DNA inh -3, mABHD4 FP 2, rCAG binder 0, TCR CD3 inh 2, HTRA1 inhibitor 6, PRMT1 inh 2 and SIAE primary -1.
c1ccc(CN2CCCC3(CCCN(Cc4nc(COc5ccccc5)no4)C3)C2)cc1 (stereo unspecified) was read as GC-A act -5, GC-B act -5, UHRF1 MBD2 ctr 1, MBD2 DNA inh 1, mABHD4 FP -4, rCAG binder -9, TCR CD3 inh 6, HTRA1 inhibitor -5, PRMT1 inh -1 and SIAE primary -2.
Screening O=C(c1cccc(NC2=NC3CS(=O)(=O)CC3S2)c1)N1CCN(c2ncccn2)CC1 (stereo unspecified) returned GC-A act -1, GC-B act 3, UHRF1 MBD2 ctr 1, MBD2 DNA inh -1, mABHD4 FP 0, rCAG binder 2, TCR CD3 inh -8, HTRA1 inhibitor 5, PRMT1 inh 1 and SIAE primary 3.
For O=C(NCc1ccco1)c1ccc(N2CCCCC2)c([N+](=O)[O-])c1 the results were GC-A act 0, GC-B act -3, UHRF1 MBD2 ctr 20, MBD2 DNA inh 4, mABHD4 FP 7, rCAG binder -2, TCR CD3 inh 5, HTRA1 inhibitor -1, PRMT1 inh -2 and SIAE primary 3.

A portion of the results above:
Screening CCOc1cc(C2Nc3ccccc3NC3=C2C(=O)CC(C)(C)C3)ccc1OC(C)=O (stereo unspecified) returned GC-A act -12, GC-B act -10, UHRF1 MBD2 ctr -3, MBD2 DNA inh -3, mABHD4 FP -2, rCAG binder -4, TCR CD3 inh 10, HTRA1 inhibitor 10, PRMT1 inh -4 and SIAE primary 4.
For CC(C)C(=O)NCCc1nc2ccccc2n1CCc1ccccc1 the results were GC-A act -8, GC-B act -7, UHRF1 MBD2 ctr -2, MBD2 DNA inh 1, mABHD4 FP 7, rCAG binder -2, TCR CD3 inh 0, HTRA1 inhibitor -3, PRMT1 inh 1 and SIAE primary 4.
`S=C(Nc1ccc(Cl)cc1)N1CCCCC1` gave GC-A act -1, GC-B act 1, UHRF1 MBD2 ctr 4, MBD2 DNA inh -1, mABHD4 FP 6, rCAG binder 2, TCR CD3 inh -3, HTRA1 inhibitor 0, PRMT1 inh 5 and SIAE primary 2.
For COc1ccc(-c2[nH]nc3c2C2(C(=O)N(CC(=O)O)c4ccccc42)C(C#N)=C(N)O3)cc1OC (stereo unspecified) the results were GC-A act 3, GC-B act -1, UHRF1 MBD2 ctr -3, MBD2 DNA inh -1, mABHD4 FP -3, rCAG binder 2, TCR CD3 inh 2, HTRA1 inhibitor 2, PRMT1 inh -3 and SIAE primary 5.
O=C(COC(=O)c1cc(S(=O)(=O)N2CCOCC2)ccc1F)c1ccccc1 was read as GC-A act 32, GC-B act 25, UHRF1 MBD2 ctr 16, MBD2 DNA inh -3, mABHD4 FP 0, rCAG binder 2, TCR CD3 inh 0, HTRA1 inhibitor 6, PRMT1 inh -3 and SIAE primary 1.
For COc1cccc(C2C=C(Nc3ccccc3)C(=O)N2c2ccccc2)c1 (stereo unspecified) the results were GC-A act -4, GC-B act -4, UHRF1 MBD2 ctr -4, MBD2 DNA inh -4, mABHD4 FP 1, rCAG binder 17, TCR CD3 inh -2, HTRA1 inhibitor -11, PRMT1 inh 2 and SIAE primary 3.
`Cc1ccccc1C(=O)NCCNc1ccc([N+](=O)[O-])cc1` gave GC-A act 0, GC-B act -3, UHRF1 MBD2 ctr 1, MBD2 DNA inh -3, mABHD4 FP 2, rCAG binder 0, TCR CD3 inh 2, HTRA1 inhibitor 6, PRMT1 inh 2 and SIAE primary -1.

The listing continues:
Screening Cc1ccc(C)c(C(=O)CSc2n[nH]c(C(C)C)n2)c1 returned GC-A act 0, GC-B act -7, UHRF1 MBD2 ctr -2, MBD2 DNA inh 2, mABHD4 FP -6, rCAG binder 3, TCR CD3 inh 3, HTRA1 inhibitor -2, PRMT1 inh -1 and SIAE primary 2.
For Cc1ccc(NC(=O)c2ccncc2)cc1[N+](=O)[O-] the results were GC-A act 1, GC-B act 0, UHRF1 MBD2 ctr -1, MBD2 DNA inh -3, mABHD4 FP -3, rCAG binder 1, TCR CD3 inh 7, HTRA1 inhibitor 1, PRMT1 inh 0 and SIAE primary 3.
Screening COc1ccccc1CCNC(=O)C(=O)NCC1OCCCN1S(=O)(=O)c1cc(C)ccc1C (stereo unspecified) returned GC-A act -3, GC-B act -2, UHRF1 MBD2 ctr 0, MBD2 DNA inh -3, mABHD4 FP 9, rCAG binder -7, TCR CD3 inh 4, HTRA1 inhibitor -1, PRMT1 inh 3 and SIAE primary 9.
O=C(c1ccc2c(c1)CCC2)N1CCN(Cc2c(F)cccc2Cl)CC1 was read as GC-A act 4, GC-B act -2, UHRF1 MBD2 ctr 2, MBD2 DNA inh 1, mABHD4 FP 3, rCAG binder 2, TCR CD3 inh -3, HTRA1 inhibitor -11, PRMT1 inh 1 and SIAE primary 3.
For COC(=O)[C@]12C[C@H](CC(=O)N3CCC(c4ccccc4)CC3)C(=O)N(Cc3ccc(Cl)cc3Cl)C1=C[C@H](C(C)C)O[C@@H]2C1CC1 the results were GC-A act -2, GC-B act 9, UHRF1 MBD2 ctr 2, MBD2 DNA inh 3, mABHD4 FP -2, rCAG binder 5, PRMT1 inh 3 and SIAE primary -2.
For COCCCNC(=O)CSC1=Nc2ccccc2C2=NC(CC(=O)NCc3ccccc3)C(=O)N12 (stereo unspecified) the results were GC-A act 2, GC-B act 1, UHRF1 MBD2 ctr -3, MBD2 DNA inh 1, mABHD4 FP -1, rCAG binder -2, TCR CD3 inh 3, HTRA1 inhibitor 10, PRMT1 inh 3 and SIAE primary 5.
`O=C(NC1CCCCC1)C(c1ccncc1)n1c(=O)c(-c2cc3ccccc3[nH]2)nc2ccccc21` (stereo unspecified) gave GC-A act -11, GC-B act -11, UHRF1 MBD2 ctr -1, MBD2 DNA inh 3, mABHD4 FP 7, rCAG binder 13, TCR CD3 inh -12, PRMT1 inh 6 and SIAE primary -5.
`CN(c1ccc(C(=O)Nc2cccc(O)c2)cc1)S(=O)(=O)c1ccccc1` gave GC-A act -6, GC-B act 0, UHRF1 MBD2 ctr 1, MBD2 DNA inh -2, mABHD4 FP -8, rCAG binder 2, TCR CD3 inh 1, HTRA1 inhibitor -48, PRMT1 inh 3 and SIAE primary -7.
For COc1ccc(C(=O)Nc2nnc(SCC(=O)Nc3ccc(NC(C)=O)cc3)s2)c(OC)c1 the results were GC-A act 0, GC-B act -6, UHRF1 MBD2 ctr 1, MBD2 DNA inh 5, mABHD4 FP -5, rCAG binder 5, TCR CD3 inh 6, HTRA1 inhibitor 6, PRMT1 inh -3 and SIAE primary 1.
CC(=O)Nc1nc2ncccn2c1-c1ccc(F)c(F)c1 was read as GC-A act 6, GC-B act 3, UHRF1 MBD2 ctr -1, MBD2 DNA inh 5, mABHD4 FP 2, rCAG binder 3, PRMT1 inh 0 and SIAE primary -1.
`COc1cccc(/C=N/n2c(=S)n(C)c3cc(C)c(C)cc32)c1OC` gave GC-A act -4, GC-B act -1, UHRF1 MBD2 ctr 0, MBD2 DNA inh 2, mABHD4 FP 5, rCAG binder 0, TCR CD3 inh 10, HTRA1 inhibitor 0, PRMT1 inh -4 and SIAE primary 8.
Screening COc1ccccc1NC(=S)N(C(C)C)C(C)c1ccccn1 (stereo unspecified) returned GC-A act -1, GC-B act -1, UHRF1 MBD2 ctr -2, MBD2 DNA inh 2, mABHD4 FP 0, rCAG binder -5, TCR CD3 inh 5, HTRA1 inhibitor 0, PRMT1 inh -1 and SIAE primary -4.

High-throughput results (PubChem BioAssay)
